Assay outcomes from PubChem BioAssay.
CaV13 ICDI inh: Primary screen for inhibitors of IQ motif and Ca2+-dependent inactivation inhibitor domain binding in CACNA1D, Förster resonance energy transfer in living cells, …; HEK cells, CFP/YFP FRET ICDI-IQ, plate reader, 10 min; percent FRET-ratio fall versus neutral wells; inhibition, % at 12.3 µM; 0.098% of 340,000 active; AID 743397;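 active = mean replicate inhibition of at least 30% and at least 1% of replicates passing that level; inconclusive = only one of the two criteria is met; inactive = neither criterion is met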;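 note: 0% = median of the neutral control wells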
Peg3 promoter: Peg3 promoter activity inhibition; HeLa PEG-Prom luciferase reporter, luminescence, overnight; inhibition, % at 20 µM; 1.7% of 360,000 active;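 active = inhibition of at least 50% at 20 µM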
NR2E3 ag-1: NR2E3 (human) agonism | inhibition of corepressor binding, % at 4.78 µM | Q9Y5X4 | GST-NR2E3/biotin-RetCOR TR-FRET, 1536-well | AID 2300 | 0.12% of 320,000 active;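 active = percent inhibition above the cutoff of mean plus 3 SD of all tested compounds, set per screening campaign, cut at about 20% in these data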;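 note: 0% = DMSO wells and 100% = biotin wells as full block of FRET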
Target sequence (Q9Y5X4 whole entry, looked up): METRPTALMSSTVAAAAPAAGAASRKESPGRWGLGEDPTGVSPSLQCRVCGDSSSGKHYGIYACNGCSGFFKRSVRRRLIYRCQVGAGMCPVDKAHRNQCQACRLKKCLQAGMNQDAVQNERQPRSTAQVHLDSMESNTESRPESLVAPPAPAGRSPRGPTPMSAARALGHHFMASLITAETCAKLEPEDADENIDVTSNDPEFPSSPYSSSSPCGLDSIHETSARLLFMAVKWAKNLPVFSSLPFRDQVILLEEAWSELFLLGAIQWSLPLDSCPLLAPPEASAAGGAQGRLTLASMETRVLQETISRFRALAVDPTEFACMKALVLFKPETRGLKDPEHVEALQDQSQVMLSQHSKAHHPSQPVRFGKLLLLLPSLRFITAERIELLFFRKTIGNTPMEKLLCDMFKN
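Test system: GST-NR2E3 and biotin-RetCOR proteins | Quantity: 1.35 nM GST-tagged NR2E3 final | Medium: Tris pH 7.5 | Also added: 7 nM biotin-RetCOR | Dosing: Compound at 4.8 µM, single dose | Timing: 5 h at 4 °C | Detection: Time-resolved FRET | Read-out basis: Percent inhibition | Benchmarks: Biotin wells as high control, 0.6% DMSO wells as low control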
Vif imaging: HIV Vif inhibition. HEK293T cells, Vif self-association by quenched fluorescence, imaging, 24 h. inhibition, % at 7.49 µM. 0.35% of 340,000 active. AID 602346; in the data active = inhibition above about 50%, passing the limit was not always enough; inconclusive = no clear call, values can overlap the other calls; inactive = below about 31%; note: some results filed as inactive read as strong as hits
MITF TRPM1 inh: reduces MITF-dependent TRPM1 promoter luciferase signal; 0.83% of 330,000 active; SK-MEL-5 TRPM1 promoter luciferase, 24 h; AID 488899; inhibition, % at 12.5 µM;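 active = mean inhibition across replicates of 60% or more, whatever share of single replicates reaches that level; inconclusive = some that reach 60%, reason not given; inactive = mean inhibition across replicates below 60%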; note: values of inactives mirror those of a sister screen read the other way
NR2E3 ag-2: agonists of human NR2E3 nuclear receptor; CHO-S Gal4-NCOR/VP16-NR2E3 two-hybrid, luciferase; AID 602229; 0.35% of 360,000 active; inhibition of corepressor binding, % at 3.98 µM; Q9Y5X4;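 active = inhibition above the mean of all tested compounds plus 3 SD, cut at about 70% in these data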;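 note: 0% = DMSO with NR2E3 transfected cells and 100% = cells lacking NR2E3 construct; higher means lower luciferase signal from less NR2E3 corepressor binding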
HIF-2a block: blocks HIF-2a reporter activity; 786-0 RCC cells HIF-2a reporter, luciferase luminescence, overnight; inhibition, % at 18.8 µM; 0.72% of 360,000 active;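 active = inhibition of the luminescence signal of 40% or more relative to plate controls, in a single-dose primary screen at 18.75 µM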
CF NFkB inh: cystic fibrosis NF-kB activation inhibition; KKLEB NF-kB-GFP reporter, PAF-induced, GFP fluorescence overnight; inhibition, % at 5 µM; 0.86% of 360,000 active;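 active = at least 50% inhibition at 5 µM, scaled per plate between neutral and stimulator controls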;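 note: PAF is a Pseudomonas aeruginosa culture filtrate used as stimulus; plate controls were PAF-stimulated DMSO wells for no effect and unstimulated DMSO wells for full effect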
KKLEB cytotox: counter-screen for CF NF-kB inhibitors: cytotoxicity; KKLEB CF airway cells viability, ATPlite luminescence, overnight; stronger effect = lower value; cells stimulated with P. aeruginosa culture filtrate; activity change (cytotoxicity), % at 5 µM; 0.36% of 360,000 active;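 active = corrected activity change at or below -50% at 5 µM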
Shn3 3UTR inh: Schnurri-3 reporter inhibition in Clone20 osteoblasts; Clone20 osteoblast Shn3 3'UTR firefly luciferase, 24 h; inhibition, % at 12.5 µM; 0.52% of 360,000 active; AID 588674;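 active = mean inhibition of at least 75% with every replicate also reaching 75%; inconclusive = mean inhibition at least 75% but some replicate below; inactive = mean inhibition below 75%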;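 note: 0% = median of neutral control wells and 100% = pilot-screen positive control compound; some compounds past the cut are filed as inactive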
PDI turbidity: blocks human protein disulfide isomerase activity | AID 588391 | inhibition, % at 10 µM | 0.052% of 350,000 active | P07237 | PDI insulin aggregation turbidity, A650, 90 min;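 active = mean inhibition across replicates of 30% or more, whatever share of single replicates reach that level; inconclusive = mean inhibition below 30% while every single replicate reaches 30%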;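 note: absorbance from insulin aggregation driven by PDI reduction with DTT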
Target sequence (P07237 whole entry, looked up): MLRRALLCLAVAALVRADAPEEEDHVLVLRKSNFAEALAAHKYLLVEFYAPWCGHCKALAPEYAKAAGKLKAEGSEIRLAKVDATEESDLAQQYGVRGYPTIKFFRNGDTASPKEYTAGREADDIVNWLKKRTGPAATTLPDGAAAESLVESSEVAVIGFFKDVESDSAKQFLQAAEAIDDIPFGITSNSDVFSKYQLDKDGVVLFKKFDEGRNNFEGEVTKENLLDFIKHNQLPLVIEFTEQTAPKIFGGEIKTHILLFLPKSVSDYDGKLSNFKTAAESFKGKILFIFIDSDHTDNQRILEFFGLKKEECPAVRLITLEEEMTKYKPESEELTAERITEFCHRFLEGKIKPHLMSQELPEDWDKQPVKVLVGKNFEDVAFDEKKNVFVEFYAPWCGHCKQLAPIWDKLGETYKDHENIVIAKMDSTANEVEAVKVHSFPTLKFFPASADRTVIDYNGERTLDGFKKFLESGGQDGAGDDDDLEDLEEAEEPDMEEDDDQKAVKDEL
* = called active by the depositor; ? = inconclusive; / = not tested or not shown.

| smiles | Shn3 3UTR inh | Vif imaging | MITF TRPM1 inh | KKLEB cytotox | Peg3 promoter | NR2E3 ag-1 | NR2E3 ag-2 | CF NFkB inh | CaV13 ICDI inh | PDI turbidity | HIF-2a block |
| --- | --- | --- | --- | --- | --- | --- | --- | --- | --- | --- | --- |
| CCCN(CC)c1ncnc2[nH]ncc12 | -16.9 | -10.4 | -16.9 | 6.5 | 15.8 | / | -55.6 | 81.3* | -5.0 | -11.2 | 14.1 |
| COC(=O)C1=C(C(=O)OC)[C@@H]2N(Cc3ccccc3)c3ccccc3[C@@]23C[C@@H](C(=O)OC)N=C3N1 | 4.3 | -1.1 | -9.6 | -22.0 | -17.6 | 2.9 | -16.1 | 20.9 | -10.2 | 1.8 | 3.1 |
| C=CCN(C)NC(=S)Nc1ccccc1 | -25.3 | -5.4 | 5.2 | -1.4 | -1.4 | 0.8 | -8.9 | 4.3 | -5.6 | 8.6 | 6.8 |
| Cc1cc(S(=O)(=O)Nc2cccc(O)c2)c(C)s1 | 2.4 | 32.5 | 0.1 | -0.2 | 24.3 | -0.6 | -14.4 | -1.8 | -5.3 | 2.5 | 13.2 |
| C=C(C)COc1ccc(-c2ncnc(C(F)(F)F)c2-c2ccccc2)c(O)c1 | 5.5 | 0.3 | 2.2 | -4.8 | 16.6 | -0.8 | -4.6 | 9.3 | -4.6 | 8.6 | 15.7 |
| Cc1nc2ccccn2c1C(=O)N/N=C/c1ccc(F)cc1 | 11.2 | -0.4 | -0.4 | 5.0 | -2.2 | 2.0 | -14.6 | -9.5 | -3.4 | -6.6 | -25.9 |
| CCOC(=O)CC1ON(C)C(=O)N1c1ccc(Cl)cc1Cl (stereo not drawn) | -2.7 | -8.8 | 5.9 | -5.4 | 18.5 | -1.1 | -17.0 | 19.4 | -4.3 | 5.4 | 1.5 |
| COc1ccc(F)cc1C(=O)C1CCCN(C(=O)CCN2CCCCO2)C1 (stereo not drawn) | -7.8 | -0.7 | 0.7 | -2.5 | -1.0 | 1.3 | -10.0 | -0.9 | 4.8 | 4.8 | -3.9 |
| COc1ccc(F)cc1C(=O)C1CCCN(Cc2c[nH]c3ccccc23)C1 (stereo not drawn) | 10.5 | -3.1 | -4.1 | 5.9 | 5.9 | 1.0 | -22.2 | -18.0 | -1.6 | 5.4 | 13.4 |
| CCOc1ccc(NS(=O)(=O)c2ccc(C(=O)N3CC(C)OC(C)C3)cc2)cc1 (stereo not drawn) | 23.0 | -3.6 | 3.5 | 1.5 | 8.0 | 7.3 | 3.2 | -12.7 | -5.3 | -3.6 | 4.9 |
| CC(=O)N1N=C(c2ccc([N+](=O)[O-])cc2)CC1c1ccccc1Cl (stereo not drawn) | 19.4 | -0.2 | -6.6 | -10.8 | 16.4 | -1.0 | -12.6 | -10.2 | -6.6 | 3.7 | -0.2 |
| COCCNc1nc(NCc2cc(-c3ccc(OC)cc3)no2)c2sccc2n1 | 36.4 | -5.4 | / | -14.2 | 13.5 | / | 18.6 | 12.2 | -4.6 | 0.2 | -22.3 |
| CCN(CC(=O)Nc1ccccc1C(F)(F)F)C(=O)C1CCC1 | 0.5 | -1.8 | -12.0 | -6.7 | -5.3 | 0.4 | -4.1 | 10.2 | -5.4 | -19.4 | 5.9 |
| O=S(=O)(NCC(c1ccco1)N1CCN(c2ccc(F)cc2)CC1)c1ccc2c(c1)OCCO2 (stereo not drawn) | 2.1 | / | 24.3 | -12.9 | 15.5 | -2.4 | -11.1 | 21.6 | -3.4 | 2.0 | 11.1 |
| CC(=O)c1ccc(N2CCN(C(=O)c3ccc(Cn4c(=S)[nH]c5ccc(N6CCOCC6)cc5c4=O)cc3)CC2)cc1 | 6.6 | -11.6 | -11.3 | 3.8 | -129.6 | 1.6 | -62.5 | -27.8 | -4.8 | 0.8 | -131.4 |
| O=C(NCCC(c1ccccc1)c1ccco1)c1cccs1 (stereo not drawn) | -42.5 | 4.9 | -50.7 | -11.4 | -111.0 | 1.0 | -85.9 | 8.5 | 6.5 | 1.7 | -197.0 |
| CCOC(=O)C1=CCN(S(=O)(=O)c2ccccc2Cl)C1c1cccc(Cl)c1 (stereo not drawn) | -18.9 | 39.9 | / | -17.8 | 30.7 | / | -19.5 | 17.1 | -6.2 | / | 8.7 |
| O=C(Nc1nnc(SCc2ccc(Cl)cc2)s1)c1cnccn1 | 13.4 | 4.6 | -1.4 | -4.2 | -14.9 | 2.5 | -0.4 | 12.0 | -2.7 | 6.0 | 2.4 |
| CN1CCCN(C(=O)CSc2ccccc2)CC1 | -3.1 | 10.4 | -2.0 | -2.5 | 6.7 | -0.3 | 28.0 | -18.1 | 0.6 | 16.9 | -10.2 |
| CCCCOC(=O)/C(=C\c1ccc([N+](=O)[O-])o1)NC(=O)c1ccccc1 | -5.3 | ? | 33.2 | -6.2 | 7.2 | 0.5 | -13.5 | -15.9 | -4.7 | -0.9 | 4.7 |
| NC(=O)NNC(=S)Nc1cccc2ccccc12 | -72.4 | -6.3 | 30.6 | -8.7 | 13.6 | 1.9 | -8.7 | -1.7 | -5.0 | -11.7 | 9.7 |
| Cc1nc2ccccc2nc1OCC(=O)Nc1ccccc1 | 12.9 | 9.3 | 2.1 | 12.9 | 15.0 | -3.9 | -24.3 | 2.2 | -1.6 | -6.7 | 19.4 |
| Cc1ccc(C(=O)N2CCCC2)cc1S(=O)(=O)Nc1cccc(C)c1C | 7.3 | -6.5 | -4.2 | -2.8 | -1.2 | 3.4 | -14.1 | -21.9 | -2.6 | -0.6 | 19.9 |
| Cc1nnc(SCC(=O)Nc2ccc3c(c2)OCCO3)n1N | -2.2 | -26.3 | -1.0 | -3.3 | -4.3 | 2.8 | 3.6 | 6.6 | -5.6 | -1.3 | -5.9 |
| CCSc1nnc(NC(=O)c2c(-c3ccccc3Cl)noc2C)s1 | 6.7 | / | 8.7 | -4.3 | -10.8 | -2.0 | -6.6 | -11.9 | / | -17.3 | 11.4 |
| CC(=O)c1cc2c(cc1NC(=O)CN1CCCCCCC1)OCO2 | 0.0 | -18.2 | 0.9 | 2.8 | 17.7 | 0.6 | -9.6 | -7.0 | -4.6 | -2.4 | 12.2 |
| O=C(OCCN1CCOCC1)c1ccc(Cl)cc1Cl | -7.5 | -1.7 | -17.9 | -10.8 | -21.6 | -3.0 | -27.1 | 1.8 | -5.0 | -12.8 | 14.8 |
| COC(=O)c1cc(S(=O)(=O)N2CCN(c3ccccc3OC)CC2)cn1C | 19.6 | -8.0 | 0.2 | -11.3 | -8.9 | -1.2 | -2.0 | 2.2 | -14.0 | 4.8 | 0.1 |
| COc1ccc(NC(=O)CN(C)C(=O)CNC(=O)c2sc3ccccc3c2Cl)cc1 | -50.3 | 0.2 | -100.9 | 0.4 | -237.0 | 6.6 | -74.8 | -7.6 | -15.5 | -8.3 | -294.6 |
| Cc1cccc(-n2ccnc2SCC(=O)N2CCCc3ccccc32)c1C | 16.7 | 8.9 | 3.8 | 0.6 | 23.4 | -0.3 | 3.8 | -5.7 | -5.7 | -0.2 | 23.1 |
| Cc1ccc(C(=O)NC(Cc2cccc(F)c2)C(=O)O)cc1 (stereo not drawn) | -17.8 | -1.2 | -5.2 | -4.8 | -17.3 | / | -30.2 | 0.5 | -4.9 | 4.7 | -8.8 |
| NC(=O)CSc1nnc(NC(=O)c2cccc(S(=O)(=O)N3CCCCC3)c2)s1 | 8.7 | -6.2 | -4.7 | -3.4 | -10.8 | 0.2 | -3.2 | -5.4 | -2.7 | -2.6 | 10.6 |
| Cc1[nH]c2ccc(C(=O)Nc3ccncc3)cc2c1C | 20.2 | 4.1 | -5.1 | -8.1 | -72.9 | -2.0 | 3.0 | 22.5 | -3.0 | -1.2 | -62.8 |
| O=C(CCC1CCN(Cc2nccs2)CC1)Nc1ccccc1 | -23.0 | -2.3 | / | -4.9 | -66.7 | / | 9.2 | 3.2 | -5.3 | 5.3 | -67.0 |
| Cn1ncc(Cl)c1C(=O)N1CCN(c2ccc(F)cc2)CC1 | 7.3 | -2.4 | 0.1 | 0.4 | 10.4 | 4.0 | -10.1 | 7.6 | -5.5 | -7.0 | 3.5 |
| COc1ccc(CCNC(=O)C2CCN(C(=O)c3ccc(Br)cc3)CC2)cc1OC | -0.9 | 4.0 | -8.1 | 7.8 | -5.3 | 2.4 | -8.2 | -2.1 | -2.2 | -2.7 | 13.0 |
| Cc1nnc(SCCOC(N)=O)n1C | -23.7 | -3.2 | -8.5 | -0.6 | 10.5 | / | 1.0 | 4.3 | -5.1 | 1.2 | 0.1 |
| CC(=C\c1ccccc1)/C=C1/SC(=O)N(CCCC(=O)Nc2ccc(C(=O)O)cc2)C1=O | -41.1 | 12.7 | -6.3 | 10.4 | -121.9 | 2.2 | 72.8* | -12.9 | -3.8 | 6.1 | -89.8 |
| Cc1nc2c(C#N)c(-c3ccc(Cl)cc3)ccn2n1 | 4.0 | 1.8 | 4.3 | 1.0 | 20.0 | 0.2 | -27.1 | 6.8 | -6.6 | 0.2 | 10.2 |
| CCOC1=C2[C@@H](CN(S(=O)(=O)c3ccc(C)cc3)[C@H]2c2cccc3ccccc23)[C@H]2C(=O)N(CC)C(=O)[C@H]2C1 | 1.9 | / | / | -13.0 | -1.8 | / | 4.4 | 7.4 | -5.2 | / | -7.1 |
| O=C(Nc1nnc(Cc2ccc([N+](=O)[O-])cc2)s1)c1ccc2c(c1)OCO2 | -6.0 | -19.2 | -18.0 | -7.5 | 22.8 | 3.2 | 7.2 | 13.0 | -0.6 | -0.5 | 4.0 |
| O=C(NCCc1ccccc1)c1ccc(NC2=NC3CS(=O)(=O)CC3S2)cc1 (stereo not drawn) | -3.1 | -6.4 | -8.6 | 4.0 | -7.2 | -3.2 | -5.0 | 17.9 | -6.8 | / | -8.1 |
| CCOC(=O)C1(Cc2ccccc2)CCCN(S(=O)(=O)N(C)C)C1 (stereo not drawn) | -110.2 | -3.6 | -2.7 | -6.5 | 12.4 | 2.7 | 2.6 | 6.6 | -4.2 | -5.0 | 9.6 |
| COc1cc(OC)cc(-c2nnc(SCC(=O)N3CCOCC3)o2)c1 | 21.2 | 0.1 | 0.7 | 6.8 | -6.6 | -2.4 | -42.6 | -8.6 | -4.0 | -9.2 | -30.9 |
| c1ccc2c3n(nc2c1)CCCO3 | 0.7 | -4.6 | 3.3 | -8.8 | -4.4 | 3.7 | -17.9 | -1.3 | -5.2 | -3.5 | 2.6 |
| CCC(=O)N1CCNC(=O)C1CC(=O)Nc1ccc(C)c(Cl)c1 (stereo not drawn) | 7.2 | -2.5 | -0.5 | 2.9 | 2.6 | 2.5 | -19.0 | -1.4 | -4.0 | 3.2 | 5.3 |

Compounds as they come; 3.3% or so of the library scored in one or more.
